Screening data as filed in PubChem BioAssay.
Nrf2 ARE act: activators of Nrf2 (ARE) signaling; AREc32 ARE-luciferase reporter (MCF7-derived line), luminescence, 24 h; Potency, µM (highest dose often 46.1 µM), without a hit: at the top dose activation, hits mostly activators; 410,000 compounds, 0.31% hits; AID 624171; further: potency means the concentration at half of the fitted maximal effect; % of control where 0% means no effect; nearly all actives have a fitted effect of over 65% in size
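Cells of the AREc32 ARE-luciferase line are plated in OPTI-MEM containing 5% FBS and left overnight at 37 deg C. Compounds are pinned in, incubation continues 24 hr, and firefly luciferase signal is then measured.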
ATXN2 expr inh: ATXN2 expression inhibition; HEK-293 ATXN2-luciferase reporter, luminescence, 24 h; Potency, µM (titrated, usually from 57 µM), without a hit: at the highest dose activity change, negative = inhibition, usual class: inhibitors; 360,000 compounds, 0.72% hits; further: potency means the concentration at half of the fitted maximal effect; on the % scale 0 is the no-effect control and ±100 the full control effect; nearly all actives have a fitted effect of over 55% in size
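qHTS (up to 57 uM final) was run with 24 h compound exposure of reporter cells at 37 °C. Each well was multiplexed: SteadyGlo luminescence measured ATXN2-luciferase expression after a fluorogenic Gly-Phe-AFC viability readout (25 uM final).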
EPAC2 ag: agonists of human EPAC2 (RAPGEF4) | Q8WZA2 | EPAC2 activation, biochemical qHTS; response scale: 100% = 6.5 mM cAMP response | Potency, µM (doses to about 154 µM), inactives show top-dose activation, actives largely listed as activators | 360,000 compounds, 0.079% hits; further: potency means the concentration at half of the fitted maximal effect; nearly all actives have a fitted effect of over 50% in size
Target sequence (Q8WZA2 whole entry, looked up): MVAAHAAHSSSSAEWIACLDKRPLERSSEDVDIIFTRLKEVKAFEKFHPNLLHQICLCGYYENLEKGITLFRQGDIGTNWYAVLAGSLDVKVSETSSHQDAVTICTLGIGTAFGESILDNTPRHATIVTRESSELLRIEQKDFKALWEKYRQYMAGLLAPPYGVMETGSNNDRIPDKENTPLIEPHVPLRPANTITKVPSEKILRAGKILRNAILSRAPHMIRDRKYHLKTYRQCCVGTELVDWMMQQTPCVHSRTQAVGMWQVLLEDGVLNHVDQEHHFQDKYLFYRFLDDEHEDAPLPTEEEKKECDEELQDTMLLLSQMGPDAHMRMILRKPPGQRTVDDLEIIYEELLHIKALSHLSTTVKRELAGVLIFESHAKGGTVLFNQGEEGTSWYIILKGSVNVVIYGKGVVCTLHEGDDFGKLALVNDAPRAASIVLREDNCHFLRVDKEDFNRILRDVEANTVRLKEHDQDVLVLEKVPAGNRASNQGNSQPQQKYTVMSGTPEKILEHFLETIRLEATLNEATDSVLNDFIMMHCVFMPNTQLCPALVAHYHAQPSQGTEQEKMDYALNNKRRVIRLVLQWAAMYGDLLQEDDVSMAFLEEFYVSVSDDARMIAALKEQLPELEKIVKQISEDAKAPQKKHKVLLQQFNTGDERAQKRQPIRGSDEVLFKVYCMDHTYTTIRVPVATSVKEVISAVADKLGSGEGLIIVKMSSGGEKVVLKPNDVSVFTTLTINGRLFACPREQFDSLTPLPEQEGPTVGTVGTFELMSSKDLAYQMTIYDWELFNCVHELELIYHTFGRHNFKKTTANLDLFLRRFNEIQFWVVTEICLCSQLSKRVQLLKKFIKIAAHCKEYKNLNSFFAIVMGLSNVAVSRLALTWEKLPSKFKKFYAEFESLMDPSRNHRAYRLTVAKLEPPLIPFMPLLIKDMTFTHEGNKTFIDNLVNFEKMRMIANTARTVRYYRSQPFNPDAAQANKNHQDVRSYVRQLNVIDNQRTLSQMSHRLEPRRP
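Readout is BODIPY fluorescence (480 nm excitation, 540 nm emission), which falls as labeled GDP is exchanged off Rap1B. EPAC2 at 100 nM acted on 250 nM RAP1B-BODIPY-GDP with 50 uM GDP present.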
IL-2 act: activates IL-2 in a cell-based reporter assay. IL-2 activation reporter assay, cell-based qHTS; stimulated with anti-CD3/CD4/CD28 beads; in transgenic mouse T cells. 360,000 compounds, 0.065% hits. activation, % (series mostly up to about 46 µM). AID 652025; in the data active means activation above about 50%; inconclusive means mostly about 30% to 49%; further: 0% is about no effect
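Unstimulated transgenic mouse T cells; 60-min compound exposure; bead-based TCR/CD4/CD28 stimulation; 18 h culture, 37 degrees C; dual fluorescence (EGFP, DsRed) plate cytometry.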
Nrf2 block: inhibitors of Nrf2 signaling; A549 ARE-Fluc reporter, luciferase luminescence, 18-24 h; Potency, µM (doses to about 46 µM), for the others: top-dose activity change, negative = inhibition, hits mostly inhibitors; 360,000 compounds, 2.1% hits; AID 504444; further: potency means the concentration at half of the fitted maximal effect; on the % scale 0 is the no-effect control and ±100 the full control effect; nearly all actives have a fitted effect of over 60% in size
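In this cell-based qHTS, ARE-driven firefly luciferase in A549 cells reports Nrf2 activity; the luminescent signal after BugLite lysis is the measured value, with a prior CellTiter-Fluor read for cell health.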
HepG2 viability: counter-screen for TGF-b inhibitors: cytotoxicity in HepG2 cells. HepG2 CAGA-GFP viability, ATP luminescence, 18 h. AID 588856. Potency, µM (series often up to 46.1 µM), without a hit: top-dose activity change, negative = cytotoxicity, usual class: cytotoxic. 410,000 compounds, 0.76% hits; further: potency means the concentration at half of the fitted maximal effect; some results filed as inactive show a strong effect at the top dose
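CellTiter-Glo luminescence gave cytotoxicity after 18 hours at 37 degrees C. The cells were HepG2 CAGA-GFP in 1% FBS DMEM, stimulated with 500 pg/mL TGF-beta after compound addition. %Activity was normalised to no-cell wells (complete cell-killing) and DMSO (no toxicity), and curves were fitted and classified.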
A549 viability: counter-screen for Nrf2 inhibitors: cytotoxicity in A549 cells; 390,000 compounds, 0.16% hits; Potency, µM (series often up to 46 µM), for the others: at the top dose activity change, negative = cytotoxicity, hits mostly inhibitors; A549 ARE-Fluc cells, CellTiter-Fluor viability, 18-24 h; AID 504648; further: potency means the concentration at half of the fitted maximal effect; on the % scale 0 is the no-effect control and ±100 the full control effect
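A549 ARE-Fluc cells in 5% FBS OPTI-MEM, 5000 cells/well, rested 2 h then exposed to compounds in concentration-response for 18-24 h at 37 °C. Viability by CellTiter-Fluor fluorescence (Ex 405/Em 525) after 30 min; luciferase luminescence (BugLite, 15 min, RT) read afterwards.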
ATXN viability: viability counter-screen for ATXN expression inhibitors; 400,000 compounds, 0.49% hits; Potency, µM (doses to about 56.7 µM), hits mostly cytotoxic; S2 cells (HEK-293 line with an ATXN2-luciferase reporter) viability, CellTiter-Fluor protease fluorescence, 24 h; further: potency means the concentration at half of the fitted maximal effect; nearly all actives have a fitted effect of over 40% in size
TGFb inhibitor: blocks TGF-b signaling. HepG2 CAGA-GFP TGF-b/SMAD3 reporter, GFP fluorescence, 18 h; TGF-beta stimulated, 500 pg/mL final. Potency, µM (top dose mostly 46.1 µM), for the others: top-dose activity, negative = inhibition, actives largely listed as inhibitors. 410,000 compounds, 1.2% hits; further: potency means the concentration at half of the fitted maximal effect; on the % scale 0 is the no-effect control and ±100 the full control effect; nearly all actives have a fitted effect of over 65% in size
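Cell-based qHTS in HEPG2 carrying a CAGA-GFP Smad reporter; compounds added before 500 pg/mL final TGF-beta, 18 h incubation at 37 degrees C, GFP fluorescence quantified per cell by imaging cytometry.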
An asterisk follows results filed as active; i = inactive; ? = inconclusive; nt = not tested or not shown; [ ] = remark or other dose. Unless noted, the call rests on the fitted dose curve; in most records, active means well fitted curve in the direction sought with a large enough effect; inconclusive means small, poorly fitted or top-dose-only effect, or another doubt; inactive means no such curve, though single readings can be large; an effect the other way counts as inactive or inconclusive. The order is random (roughly 4.3% active in at least one column).

item | SMILES | Nrf2 ARE act | ATXN2 expr inh | EPAC2 ag | IL-2 act | Nrf2 block
1 | NCCCn1c(C(=O)c2ccc(Cl)cc2)c2ccc([N+](=O)[O-])cc2[n+]1[O-] | 26% | ? | -2% | -0.3 | ?
2 | CS(=O)(=O)c1nc(-c2ccccc2)cc(-c2ccccc2)c1C#N | 5.4% | ? | -2% | -3.9 | 15%
3 | O=C(NNC(=O)C1C2CCCCC21)c1coc(=O)c(Br)c1 (configuration not stated) | 7.4% | -13% | 5% | 0.1 | 27%
4 | Cc1ccc(Cl)cc1NC(=O)COC(=O)CC(C)(C)CC1=NS(=O)(=O)c2ccccc2N1 | 1.5% | -23% | nt | nt | nt
5 | O=C(CCNC(=O)Cn1ccc2ccccc2c1=O)NCCc1ccc(Cl)cc1 | -0.6% | 3% | 0% | 1.2 | -6%
6 | O=C(c1ccccc1)N1CCN(C(=O)c2ccc(OC(F)(F)F)cc2)CC1 | 0.1% | -7% | 1% | -0.1 | nt
7 | CN(C)C(CNC(=O)CNC(=O)Cc1cccc2ccccc12)c1ccccc1 (configuration not stated) | 0.4% | -5% | -1% | -0.6 | 3%
8 | COC(=O)c1cc(C(=O)OCC(=O)NC(=O)c2ccccc2)cc([N+](=O)[O-])c1 | -0.9% | -10% | 9% | -4.3 | 2%
9 | COc1ccccc1-c1csc(C(NC(C)=O)c2ccccc2)n1 (configuration not stated) | 4.2% | 2% | 2% | 1.3 | nt
10 | COc1ccc(OC)c(Cc2nnc(CCC(=O)NC3CCCCC3)o2)c1 | 3.7% | nt | 6% | 0.6 | 26%
11 | COc1ccc(NS(=O)(=O)c2ccc(N3CCN(CCO)CC3)c([N+](=O)[O-])c2)cc1 | 4.0% | ? | 9% | -0.8 | ?
12 | CC(Sc1nc(-c2ccc(F)cc2)cs1)C(=O)N1c2ccccc2CC1C (configuration not stated) | 5.3% | 11%[11.3 µM] | 8% | 0.6 | ?
13 | CC(=O)c1ccc(NC(=S)NC2CCCC(C)C2C)cc1 (configuration not stated) | 1.9% | 34% | 4% | 0.1 | -7%
14 | COc1cccc(-c2cc(C(=O)NCc3ccco3)no2)c1 | 0.6% | 56%[activator] | 9% | -1.9 | nt
15 | O=C(CO)N/N=C/c1c2ccccc2cc2ccccc12 | 18% | -4% | -2% | 0.4 | 0%

item | HepG2 viability | A549 viability | ATXN viability | TGFb inhibitor
1 | -32% | ? | ? | 10µM*
2 | 2% | 3% | nt | -1%
3 | 1% | -1% | i | 0%
4 | -36% | -15% | ? | ?
5 | -1% | -6% | i | 3%
6 | -14% | 2% | i | -9%
7 | -15% | 1% | i | 10%
8 | 8% | 0% | i | -2%
9 | -25% | nt | i | 28%
10 | 6% | 1% | i | -14%
11 | -1% | -15% | ? | -21%
12 | -4% | 0% | nt | ?
13 | -3% | 1% | i | 5%
14 | -2% | -5% | i | 16%
15 | 1% | 5% | nt | 0%

Entries listed so far that contain an aryl methoxy group:
item | SMILES | Nrf2 ARE act | ATXN2 expr inh | EPAC2 ag | IL-2 act | Nrf2 block
9 | COc1ccccc1-c1csc(C(NC(C)=O)c2ccccc2)n1 (configuration not stated) | 4.2% | 2% | 2% | 1.3 | nt
10 | COc1ccc(OC)c(Cc2nnc(CCC(=O)NC3CCCCC3)o2)c1 | 3.7% | nt | 6% | 0.6 | 26%
11 | COc1ccc(NS(=O)(=O)c2ccc(N3CCN(CCO)CC3)c([N+](=O)[O-])c2)cc1 | 4.0% | ? | 9% | -0.8 | ?
14 | COc1cccc(-c2cc(C(=O)NCc3ccco3)no2)c1 | 0.6% | 56%[activator] | 9% | -1.9 | nt

item | HepG2 viability | A549 viability | ATXN viability | TGFb inhibitor
9 | -25% | nt | i | 28%
10 | 6% | 1% | i | -14%
11 | -1% | -15% | ? | -21%
14 | -2% | -5% | i | 16%

Other records.
item | SMILES | Nrf2 ARE act | ATXN2 expr inh | EPAC2 ag | IL-2 act | Nrf2 block
16 | Cc1nc(Cl)c(C(=O)NC(=O)NCc2ccccc2)c(C)c1Cl | -0.1% | -11% | 7% | -2.6 | 1%
17 | COc1cccc(NC(=O)CSc2nc3c(sc4ccccc43)c(=O)n2CCCN2CCCC2)c1 | 12% | nt | 16% | -0.7 | -18%
18 | CCn1c(=O)c(C(=O)NCc2ccccn2)c(O)c2ccccc21 | 7.5% | -3% | -1% | 6.3 | nt
19 | CC1=C(OC(=O)c2ccccc2)C(C)(C)C(c2ccccc2)OC1=O (configuration not stated) | -1.4% | 5% | 6% | -0.5 | nt
20 | CN(c1ccccc1)S(=O)(=O)c1ccc(C(=O)N2CCCC2)cc1 | -0.1% | 15% | -2% | -1.1 | -6%
21 | CCOc1ccc(CC(=O)Nc2c(C(N)=O)oc3ccccc23)cc1OCC | 0.4% | 9% | -9% | -1.3 | -4%
22 | CC(=O)c1sc2nc(CSc3nncn3C)[nH]c(=O)c2c1C | 1.7% | -19% | 6% | -1.3 | -9%
23 | CC1(C)CC(=O)C2=C(C1)Nc1ccccc1N(C(=O)C1CC1)C2c1ccco1 (configuration not stated) | -0.2% | 10% | 4% | 5.4 | 2%
24 | Cc1cc(C)c(NC(=O)CSc2nc3ccc(N4C(=O)c5ccccc5C4=O)cc3s2)c(C)c1 | 0.0% | 24% | 1% | 1.1 | ?
25 | COCCn1c(C)cc(O)c(C(c2ccc(Cl)cc2)N2CCCCC2)c1=O (configuration not stated) | 1.0% | nt | nt | nt | nt
26 | C=C(C)CSc1[nH]c(=O)cc(C)c1C#N | 2.1% | -8% | -1% | -0.5 | 15%
27 | CCOC(=O)C1=CC[C@@H](c2ccccc2)N(S(=O)(=O)c2ccc(C)cc2)[C@H]1C | 4.4% | -3% | 7% | -0.7 | nt
28 | O=C(Nc1ccc(F)cc1)N1CCN2C(=O)c3ccccc3C12c1ccccc1 (configuration not stated) | 0.1% | 4% | 8% | -3.3 | -13%
29 | CCOC(=O)C1(CCCc2ccccc2)CCN(C(=O)CCCn2cncn2)CC1 | 1.0% | -3% | 1% | -1.2 | ?
30 | COc1ccccc1C(C)NC(=O)CCNC(=O)c1ccc(Cl)cc1 (configuration not stated) | -0.1% | -14% | 6% | 1.4 | -6%

item | HepG2 viability | A549 viability | ATXN viability | TGFb inhibitor
16 | 2% | 1% | i | 11%
17 | -75% | 1% | 22µM* | ?
18 | -30% | 0% | i | 7%
19 | -87% | -1% | i | -9%
20 | 4% | 0% | i | 9%
21 | -15% | -2% | i | -6%
22 | 0% | -1% | i | 26%
23 | -4% | -18% | i | 0%
24 | 2% | -5% | i | ?
25 | -11% | -9% | nt | -16%
26 | -1% | 13% | i | -5%
27 | 22µM* | nt | i | ?
28 | -3% | -20% | i | 19%
29 | -9% | 9% | i | -17%
30 | 0% | -3% | i | 0%

(next part)
item | SMILES | Nrf2 ARE act | ATXN2 expr inh | EPAC2 ag | IL-2 act | Nrf2 block
31 | Cc1nnc(C)n1/N=C/c1ccccn1 | 0.1% | 4% | 1% | -0.1 | 11%
32 | CCOc1ccc(S(=O)(=O)N2CCN(c3ccccc3)CC2)cc1C(N)=O | -0.5% | 8% | nt | nt | ?
33 | COc1ccc2[nH]c(=O)c(CN(Cc3cccs3)S(=O)(=O)c3c(C)ccc4nsnc34)cc2c1 | 1.6% | -36% | 17% | 1.6 | 9.2µM*
34 | NC(=O)CC(NC(=O)Cc1cccc2ccccc12)c1ccc(NC2CCCC2)c([N+](=O)[O-])c1 (configuration not stated) | -1.9% | 1% | -3% | -1.1 | 8%
35 | Cc1ccc(NC(=O)C(=O)c2cc(C)n(-c3ccc(F)cc3)c2C)cc1C | 5.0% | 6% | nt | nt | 1%
36 | O=S(=O)(c1cccs1)N1CN(CC2CCCO2)c2nc3ccccc3nc21 (configuration not stated) | 0.1% | -1% | 8% | 3.2 | ?
37 | COc1ccc(-n2c(COc3ccccc3)nnc2SCc2ccc(C#N)cc2)cc1 | -0.1% | -8% | 10% | -2.2 | -21%
38 | CCN(Cc1ccccc1)C(=O)c1ccc(NC(=O)c2ccc(OC)cc2)cc1 | -0.2% | -15% | 16% | -3.8 | 23µM*
39 | O=C(NCCc1ccccc1)c1cnc2sc(N3CCOCC3)nn2c1=O | -0.1% | nt | nt | nt | 0%
40 | COc1cccc(NC(=O)C2(C)CCN2C(=O)CC2CC2)c1 (configuration not stated) | -1.0% | 13% | -3% | 0.0 | nt
41 | O=C(Nc1cccc(C(F)(F)F)c1)c1cccnc1N1CCCC1 | 5.1% | -13% | -84%[15.6 µM] | -0.5 | -22%
42 | COc1cc(C(=O)N2CCC(n3c(C)nc4cc(F)ccc43)CC2)cc(OC)c1OC | -0.4% | 3% | -11% | -1.0 | -5%
43 | COc1cc2c(cc1OC)CN(C(=O)CSc1nnc3scc(-c4ccccc4)n13)CC2 | 8.0% | -5% | 13% | -1.7 | 9%
44 | Cc1c(NC(=O)c2ccc([N+](=O)[O-])o2)cccc1-c1nc2ncccc2o1 | -0.2% | ? | 5% | -1.4 | -14%

item | HepG2 viability | A549 viability | ATXN viability | TGFb inhibitor
31 | 3% | -16% | i | ?
32 | 1% | 9% | i | 13%
33 | -21% | nt | ? | -5%
34 | 4% | -3% | i | -10%
35 | -26% | 0% | i | ?
36 | -16% | -10% | i | 1%
37 | -26% | -4% | i | -11%
38 | -21% | -15% | i | -15%
39 | -26% | 5% | nt | ?
40 | 12% | nt | ? | 6%
41 | -9% | -7% | i | 24%
42 | 0% | 1% | i | -13%
43 | -33% | 18% | i | -6%
44 | 25µM* | -4% | ? | ?

Individual results from above:
Under TGFb inhibitor, entry 38 has -15%
Under Nrf2 ARE act, entry 39 has -0.1%
